High-throughput results (PubChem)
Mtb BioA inh = M. tuberculosis BioA enzyme inhibitors, primary screen, biochemical, plate reader, single point, HTS | AID 602481, 2012 | hit rate 0.096% among 360,000 | purified M. tuberculosis BioA enzyme | inhibition, % at 9.99 µM | 7,8-diaminopelargonic acid synthase BioA (Mycobacterium tuberculosis); in the data active means inhibition above about 40%
Starred values were filed as active, the others as inactive. The list is partial; rates above refer to the full screens.

canonical_smiles | Mtb BioA inh
C[C@H](CO)N1C[C@H](C)[C@@H](CN(C)C(=O)Nc2ccc(F)cc2)Oc2ccc(NS(=O)(=O)c3ccc(F)cc3)cc2CC1=O | -0.9
C[C@H](CO)N1C[C@H](C)[C@H](CN(C)C(=O)Oc2ccc3ccccc3c2)OCc2cnnn2CCCC1=O | -0.8
C[C@@H]1CCCCO[C@H](CN(C)S(=O)(=O)c2ccccc2)[C@H](C)CN([C@H](C)CO)C(=O)c2cc(NS(=O)(=O)c3ccccc3)ccc2O1 | -2.8
COC(=O)C[C@H]1C[C@H]2c3cc(N(C)C)ccc3O[C@H]2[C@H](CO)O1 | 0.7
COc1ccccc1C#Cc1cnc2c(c1)C(=O)N([C@@H](C)CO)C[C@@H](C)[C@H](CN(C)C(=O)CN(C)C)O2 | -0.5
Cc1noc(C)c1S(=O)(=O)Nc1cccc2c1O[C@@H](CN(C)C(=O)NC(C)C)[C@@H](C)CN([C@@H](C)CO)C2=O | -2.3
O=C(c1ccc2c(c1)OCO2)N1CCCCN2[C@@H](CO)[C@H](c3ccc(-c4ccccc4)cc3)[C@@H]2C1 | -2.3
CN1CCN(C(=O)C[C@H]2C[C@@H]3c4cc(NC(=O)c5ccc6c(c5)OCO6)ccc4O[C@@H]3[C@@H](CO)O2)CC1 | 1.4
C[C@@H]1CN([C@H](C)CO)C(=O)c2cccc(NC(=O)NC3CCCCC3)c2O[C@@H]1CN(C)Cc1ccc(C(=O)Nc2ccccc2N)cc1 | -0.1
COC(=O)C[C@@H]1CC[C@@H]2[C@@H](COc3ccc(NC(=O)NC(C)C)cc3C(=O)N2C)O1 | -1.0
C[C@@H]1CN([C@@H](C)CO)C(=O)Cc2cc(NC(=O)c3ccncc3)ccc2O[C@@H]1CN(C)S(=O)(=O)c1ccccc1 | -4.4
CC(C)C(=O)Nc1ccc2c(c1)C(=O)N(C)[C@@H]1CC[C@@H](CC(=O)NCCCN(C)C)O[C@@H]1CO2 | 0.2
COc1ccc(NC(=O)Nc2cccc3c2O[C@@H](CN(C)S(=O)(=O)c2ccc(C)cc2)[C@@H](C)CN([C@H](C)CO)C3=O)cc1 | -3.1
COc1cccc(S(=O)(=O)Nc2ccc3c(c2)[C@H]2C[C@@H](CC(=O)NC4CCCCC4)O[C@@H](CO)[C@H]2O3)c1 | -3.6
C[C@@H]1CN([C@H](C)CO)C(=O)c2cc(-c3cccnc3)cnc2O[C@@H]1CN(C)Cc1ccc(-c2ccccc2)cc1 | 1.8
C[C@H](CO)N1C[C@H](C)[C@H](CN(C)C(=O)Nc2cccc3ccccc23)OCCCC[C@H](C)Oc2ccc(NS(=O)(=O)c3ccc(Cl)cc3)cc2C1=O | -1.8
Cc1noc(C)c1S(=O)(=O)Nc1ccc2c(c1)CC(=O)N([C@@H](C)CO)C[C@@H](C)[C@H](CN(C)Cc1ccncc1)O2 | -2.0
C[C@H]1CN([C@@H](C)CO)C(=O)c2cc(/C=C/c3ccccc3)cnc2O[C@@H]1CN(C)C(=O)Nc1ccccc1F | 3.0
COc1ccc(S(=O)(=O)Nc2ccc3c(c2)C(=O)N([C@@H](C)CO)C[C@@H](C)[C@H](CN(C)C(=O)Nc2ccc(F)cc2)OCCCC[C@@H](C)O3)cc1 | 1.1
CCCN1[C@@H]2c3ccc(-c4ccncc4)c(=O)n3C[C@H]1[C@H](CO)[C@H]2C(=O)NCCc1cn(C)cn1 | -1.4

By substructure, the compounds so far with a halogen
canonical_smiles | Mtb BioA inh
C[C@H](CO)N1C[C@H](C)[C@@H](CN(C)C(=O)Nc2ccc(F)cc2)Oc2ccc(NS(=O)(=O)c3ccc(F)cc3)cc2CC1=O | -0.9
C[C@H](CO)N1C[C@H](C)[C@H](CN(C)C(=O)Nc2cccc3ccccc23)OCCCC[C@H](C)Oc2ccc(NS(=O)(=O)c3ccc(Cl)cc3)cc2C1=O | -1.8
C[C@H]1CN([C@@H](C)CO)C(=O)c2cc(/C=C/c3ccccc3)cnc2O[C@@H]1CN(C)C(=O)Nc1ccccc1F | 3.0
COc1ccc(S(=O)(=O)Nc2ccc3c(c2)C(=O)N([C@@H](C)CO)C[C@@H](C)[C@H](CN(C)C(=O)Nc2ccc(F)cc2)OCCCC[C@@H](C)O3)cc1 | 1.1

The results go on.
canonical_smiles | Mtb BioA inh
COc1cccc(S(=O)(=O)N(C)C[C@@H]2OCc3ccccc3-c3c(n(C)c4ccccc34)C(=O)N([C@H](C)CO)C[C@@H]2C)c1 | -0.9
CO[C@H]1CN(C)C(=O)c2ccc(NC(=O)NC(C)C)cc2OC[C@@H](C)N(Cc2ccc(-c3ccccn3)cc2)C[C@@H]1C | 0.1
CCC(=O)N(C)C[C@H]1Oc2cc(C#Cc3ccccn3)ccc2S(=O)(=O)N([C@H](C)CO)C[C@@H]1C | -1.4
O=C(C[C@H]1C[C@H]2c3cc(NC(=O)Nc4ccc(C(F)(F)F)cc4)ccc3O[C@H]2[C@H](CO)O1)NCc1ccc(Cl)cc1 | -2.4
Cc1noc(C)c1NC(=O)N(C)C[C@H]1OCCCC[C@H](C)Oc2ccc(NS(C)(=O)=O)cc2C(=O)N([C@@H](C)CO)C[C@@H]1C | -5.9
CC(C)NC(=O)Nc1ccc2c(c1)CC(=O)N([C@@H](C)CO)C[C@@H](C)[C@H](CN(C)S(=O)(=O)c1ccc(F)cc1)O2 | -0.4
CC(=O)N1CC[C@H]2[C@@H]1c1cc(-c3ccccc3)ccc1N(C)[C@H]2CO | 25
CNC(=O)C[C@@H]1CC[C@H]2[C@@H](COc3ccc(NC(=O)c4ccccc4Cl)cc3C(=O)N2C)O1 | -3.8
CC(C)NC(=O)Nc1ccc2c(c1)C(=O)N([C@H](C)CO)C[C@@H](C)[C@@H](CN(C)C(=O)c1ccccc1)OCCCC[C@H](C)O2 | -1.1
C[C@@H]1CN([C@@H](C)CO)C(=O)c2cccc(NC(=O)Nc3ccc(F)cc3)c2O[C@@H]1CN(C)S(=O)(=O)c1ccc(F)cc1 | 0.1
O=C(CC1CC1)Nc1ccc2c(c1)[C@H]1C[C@@H](CC(=O)NC3CCCCC3)O[C@@H](CO)[C@H]1O2 | -0.2
Cc1noc(C)c1NC(=O)N(C)C[C@@H]1Oc2c(NC(=O)Nc3ccccc3)cccc2C(=O)N([C@@H](C)CO)C[C@H]1C | -1.8
CO[C@H]1CC[C@H]2CCOc3ccc(C#N)cc3C(=O)N(C)C[C@@H](c3ccccc3)CC(=O)N(C)C[C@H]1O2 | -0.1
C[C@H](CO)N1C[C@H](C)[C@H](CN(C)C(=O)C2CCOCC2)Oc2ncc(C#CC(C)(C)O)cc2C1=O | -0.5
CN(C)c1ccc2c(c1)[C@H]1C[C@@H](CC(=O)NCc3ccccn3)O[C@@H](CO)[C@H]1O2 | -2.8
CO[C@@H]1CN(C)C(=O)c2ccc(NC(=O)c3ccno3)cc2OC[C@H](C)NC[C@@H]1C | -2.7
C[C@@H]1CN([C@@H](C)CO)C(=O)c2cc(C#CC(C)(C)O)cnc2O[C@@H]1CN(C)C(=O)C1CC1 | 1.4
COc1ccc(CN(C)C[C@H]2OCCCC[C@H](C)Oc3ccc(NC(=O)Nc4ccc5c(c4)OCO5)cc3C(=O)N([C@@H](C)CO)C[C@H]2C)cc1 | -0.2
CO[C@@H]1CN(C)C(=O)c2ccc(NC(=O)c3cccc(F)c3)cc2OC[C@H](C)N(CC2CC2)C[C@H]1C | 5.2
C[C@@H]1CCCCO[C@H](CN(C)C(=O)NC2CCCCC2)[C@H](C)CN([C@H](C)CO)C(=O)c2cc(NS(=O)(=O)c3ccc(F)cc3)ccc2O1 | 1.0

3 structures from above, ordered by number of heavy atoms, low to high.
canonical_smiles | Mtb BioA inh
COC(=O)C[C@H]1C[C@H]2c3cc(N(C)C)ccc3O[C@H]2[C@H](CO)O1 | 0.7
O=C(CC1CC1)Nc1ccc2c(c1)[C@H]1C[C@@H](CC(=O)NC3CCCCC3)O[C@@H](CO)[C@H]1O2 | -0.2
COc1ccccc1C#Cc1cnc2c(c1)C(=O)N([C@@H](C)CO)C[C@@H](C)[C@H](CN(C)C(=O)CN(C)C)O2 | -0.5

The list goes on:
canonical_smiles | Mtb BioA inh
Cc1noc(C)c1S(=O)(=O)Nc1ccc2c(c1)C(=O)N([C@@H](C)CO)C[C@@H](C)[C@H](CN(C)S(=O)(=O)c1ccc(Cl)cc1)O2 | -5.1
C[C@H](CO)N1C[C@H](C)[C@@H](CN(C)C(=O)c2ccccc2)Oc2ncc(C#Cc3ccccc3)cc2C1=O | -2.2
C[C@H](CO)N1C[C@H](C)[C@H](CN(C)C(=O)Cc2ccccn2)Oc2cc(-c3ccc(C(=O)N(C)C)cc3)ccc2S1(=O)=O | 3.3
O=C(N[C@H]1CC[C@H](CCNC(=O)c2cnccn2)O[C@@H]1CO)c1ccc2c(c1)OCO2 | -1.0
COc1ccccc1NC(=O)N(C)C[C@@H]1OCc2ccccc2-c2c(n(C)c3ccccc23)C(=O)N([C@@H](C)CO)C[C@@H]1C | 0.1
C[C@H](CO)N1C[C@H](C)[C@H](CN(C)Cc2ccncc2)Oc2ccc(NC(=O)Cc3cn(C)c4ccccc34)cc2CC1=O | 3.3
O=C(Nc1ccccc1F)N1C[C@H]2[C@@H](c3ccccc31)[C@@H](CO)N2C(=O)C1CCCCC1 | 1.2
COc1ccc(CN(C)C[C@H]2Oc3ccc(NS(=O)(=O)c4ccccc4)cc3C(=O)N([C@H](C)CO)C[C@H]2C)cc1 | -3.2
O=C(C[C@@H]1CC[C@@H]2[C@H](COC[C@H](O)CN2S(=O)(=O)c2cccc(F)c2)O1)NCc1ccncn1 | -1.6
O=C(c1ccccc1)N1C[C@H]2[C@@H](c3ccccc31)[C@H](CO)N2C(=O)Nc1ccccc1Cl | -1.1
O=C(Cc1cccnc1)N1CCCCN2[C@H](CO)[C@@H](c3ccc(/C=C/c4ccccc4)cc3)[C@H]2C1 | 0.9
CO[C@H]1CN(C)C(=O)c2ccc(NS(=O)(=O)C3CCCCC3)cc2OC[C@@H](C)NC[C@H]1C | -1.0
C[C@H](CO)N1C[C@H](C)[C@@H](CN(C)Cc2ccc3c(c2)OCO3)OCCCC[C@H](C)Oc2ccc(NC(=O)Cc3ccccc3)cc2C1=O | -0.4
CCNC(=O)Nc1ccc2c(c1)C(=O)N(C)[C@H]1CC[C@H](CC(=O)Nc3ccccc3)O[C@H]1CO2 | -0.7
CN1[C@@H]2c3ccc(/C=C/c4ccccc4)c(=O)n3C[C@H]1[C@H](CO)[C@H]2C(=O)NC1Cc2ccccc2C1 | 0.8
C[C@H]1CN([C@@H](C)CO)C(=O)c2cc(NC(=O)NC3CCCCC3)ccc2O[C@H]1CN(C)Cc1ccc2c(c1)OCO2 | -1.5
CCNC(=O)C[C@@H]1CC[C@@H]2[C@H](COC[C@H](O)CN2C(=O)Nc2cccc(OC)c2)O1 | -0.1
CC(=O)N(C)C[C@H]1Oc2cc(-c3ccc(F)cc3)ccc2S(=O)(=O)N([C@@H](C)CO)C[C@H]1C | 1.5
C[C@H](CO)N1C[C@H](C)[C@H](CN(C)S(C)(=O)=O)Oc2ccc(NC(=O)Nc3ccc(F)cc3)cc2C1=O | 1.3
C[C@H](CO)N1C[C@H](C)[C@@H](CN(C)C)OCCCC[C@H](C)Oc2ccc(NC(=O)Cc3ccccc3)cc2C1=O | -0.4
CC(C)NC(=O)N(C)C[C@@H]1Oc2ccc(NC(=O)Nc3ccc(C(F)(F)F)cc3)cc2CC(=O)N([C@@H](C)CO)C[C@@H]1C | 1.3
Cc1noc(C)c1S(=O)(=O)Nc1ccc2c(c1)C(=O)N([C@H](C)CO)C[C@@H](C)[C@@H](CN(C)C)OCCCC[C@@H](C)O2 | -2.0
O=C(C[C@@H]1CC[C@@H](NC(=O)Nc2ccc(C(F)(F)F)cc2)[C@@H](CO)O1)NCc1cc(F)cc(F)c1 | -2.3
OC[C@@H]1Nc2ccc(C#Cc3ccc(F)cc3)cc2[C@@H]2[C@H]1CCN2Cc1ccc2c(c1)OCO2 | -3.6
C[C@@H]1CN([C@@H](C)CO)C(=O)CCCn2nncc2CO[C@@H]1CN(C)Cc1ccc(Cl)c(Cl)c1 | 1.2
C[C@@H]1CN([C@@H](C)CO)C(=O)c2cc(NC(=O)Nc3ccccc3)ccc2O[C@@H](C)CCCCO[C@H]1CN(C)Cc1ccc(C(F)(F)F)cc1 | -1.0
COc1ccc(NC(=O)Nc2ccc3c(c2)C(=O)N([C@@H](C)CO)C[C@H](C)[C@H](CN(C)C(=O)Nc2ccc(OC)cc2)O3)cc1 | -1.9
CC(C)c1cn(CC[C@@H]2CC[C@H](NS(=O)(=O)Cc3ccccc3)[C@@H](CO)O2)nn1 | -3.1
CCCNC(=O)N(C)C[C@H]1Oc2ncc(C3=CCCC3)cc2C(=O)N([C@H](C)CO)C[C@H]1C | 0.3
C[C@H]1CN([C@@H](C)CO)C(=O)Cc2cc(NC(=O)Nc3ccc(F)cc3)ccc2O[C@H]1CN(C)C(=O)Nc1cccc2ccccc12 | 0.6
C[C@@H]1CN([C@@H](C)CO)C(=O)c2cc(NS(=O)(=O)c3cn(C)cn3)ccc2O[C@@H]1CN(C)CC1CC1 | -1.9
COc1ccc(-c2ccc3c(c2)[C@@H]2[C@@H](CCN2C(=O)c2ccc(F)cc2)[C@@H](CO)N3C)cc1 | -0.8
C[C@H]1CN([C@@H](C)CO)C(=O)c2cc(NC(=O)C3CC3)ccc2O[C@@H]1CN(C)S(=O)(=O)c1ccc(F)cc1 | -1.9
CCS(=O)(=O)NCC[C@@H]1CC[C@@H](NC(=O)Nc2cc(Cl)cc(Cl)c2)[C@H](CO)O1 | -1.5
CN(C)C(=O)C[C@H]1C=C[C@H](NC(=O)C2CCC2)[C@@H](CO)O1 | 3.4
Cc1ccc(S(=O)(=O)N(C)C[C@H]2Oc3ccc(NC(=O)NC(C)C)cc3CC(=O)N([C@H](C)CO)C[C@H]2C)cc1 | -0.8
C[C@@H]1CCCCO[C@@H](CN(C)C(=O)CCC(F)(F)F)[C@H](C)CN([C@@H](C)CO)C(=O)c2cc(NC(=O)CCCN(C)C)ccc2O1 | 2.1
